Compound activity deposited in PubChem by National Center for Advancing Translational Sciences (NCATS).
N370S GC – qHTS Assay for Inhibitors and Activators of N370S glucocerebrosidase as a Potential Chaperone Treatment of Gaucher Disease; N370S GC spleen homogenate, 4MU-glucoside fluorescence; Potency, µM (titrated, usually from 59.4 µM), for the others: top-dose activity change, negative = inhibition, most hits filed as inhibitors; 330,000 tested, 0.092% active; AID 2101, 2009;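 note: 0% = full enzyme activity and -100% = no enzyme basal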
KAT2A inh – qHTS Assay for Inhibitors of GCN5L2; Histone acetyltransferase KAT2A (Homo sapiens), Q92830; GCN5L2 HAT assay, ThioGlo1 CoA-SH fluorescence; Potency, µM (top dose mostly 58.9 µM), without a hit: at the top dose activity change, negative = inhibition, most hits filed as inhibitors; 390,000 tested, 0.21% active
Target sequence (Q92830 whole entry, looked up): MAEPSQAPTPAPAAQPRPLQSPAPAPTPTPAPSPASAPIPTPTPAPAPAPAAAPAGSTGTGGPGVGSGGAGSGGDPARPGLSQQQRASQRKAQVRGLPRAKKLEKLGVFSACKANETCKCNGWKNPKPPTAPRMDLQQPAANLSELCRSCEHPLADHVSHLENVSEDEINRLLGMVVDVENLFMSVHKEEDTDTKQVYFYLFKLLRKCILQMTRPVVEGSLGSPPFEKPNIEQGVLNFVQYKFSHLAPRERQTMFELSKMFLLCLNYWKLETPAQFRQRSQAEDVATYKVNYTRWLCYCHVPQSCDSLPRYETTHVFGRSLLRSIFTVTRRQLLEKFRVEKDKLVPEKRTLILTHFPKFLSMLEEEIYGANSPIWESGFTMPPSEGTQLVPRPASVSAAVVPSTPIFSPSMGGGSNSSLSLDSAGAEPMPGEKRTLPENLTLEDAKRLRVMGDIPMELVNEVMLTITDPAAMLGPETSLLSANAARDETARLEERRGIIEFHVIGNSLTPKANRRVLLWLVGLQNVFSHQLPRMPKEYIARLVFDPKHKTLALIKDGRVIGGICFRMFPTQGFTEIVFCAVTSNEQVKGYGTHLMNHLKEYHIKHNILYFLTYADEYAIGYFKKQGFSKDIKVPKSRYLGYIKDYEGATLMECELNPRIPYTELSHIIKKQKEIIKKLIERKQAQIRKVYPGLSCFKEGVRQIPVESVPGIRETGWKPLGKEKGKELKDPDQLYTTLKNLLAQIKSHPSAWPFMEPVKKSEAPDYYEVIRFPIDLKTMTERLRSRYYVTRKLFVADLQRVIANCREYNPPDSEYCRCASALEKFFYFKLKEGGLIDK
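Titration-based screen in which CoA formation is detected via maleimide probe ThioGlo1 (50uM) turning fluorescent on thiol reaction; substrates H3(1-25) 75uM and acetyl-CoA 70uM, GCN5L2 20nM, 20 min incubation at room temperature.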
FEN1 inh – qHTS Assay for the Inhibitors of Human Flap endonuclease 1 (FEN1); P39748; Potency, µM (top dose mostly 114 µM), inactives show at the highest dose activity change, negative = inhibition, actives largely listed as inhibitors; Recombinant FEN1 flap cleavage, fluorescence, 15 min; 390,000 tested, 0.35% active; note: nearly all actives have a fitted effect of over 65% in size
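FEN1 at 10 nM preincubated with compounds 15 min at room temperature, then flap DNA substrate added at 50 nM final. Signal read at 0 and 15 min; concentration-response fitted with four-parameter Hill equation.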
Active calls of the source: *; ? = inconclusive; / = no result given; [ ] = remark or other dose. Calls come from the whole dose curve; as a rule, active = well fitted curve in the direction sought with a large enough effect; inconclusive = small, poorly fitted or top-dose-only effect, or another doubt; inactive = no such curve, though single readings can be large; an effect the other way counts as inactive or inconclusive. Unless noted, % is set by controls: 0 for no effect and ±100 for the full control effect; potency is the fitted concentration of half-maximal effect.

SMILES	N370S GC	KAT2A inh	FEN1 inh
O=C(C[C@H]1C/C=C\CC[C@H](Cc2ccc(F)cc2)C(=O)OC[C@@H](Cc2c[nH]c3ccccc23)NC1=O)NCCO	/	1%	-8%
COc1ccc(CC(=O)Nc2cccc(/C(C)=N/NC(=O)C3(C)CC3(Br)Br)c2)cc1 (stereo not drawn)	-29%	-9%	-20%
CC[C@@H]1C/C=C\Cc2ccccc2[C@H](C(=O)C[C@H](O)CC(C)=O)OC1=O	/	0%	13%
Cc1ccc(-n2c(=O)c3c4c(sc3n(CC(=O)Nc3cccc(Cl)c3)c2=O)CCCCC4)cc1C	/	0%	-16%
CC(=O)Nc1ccc(N2C(=O)CCC2=O)cc1C	1%	-1%	1%
O=C1C=C(c2ccc3ncccc3c2)C[C@@H](c2ccc3c(c2)OCO3)C1	/	-10%	1%
CCC(C)(C)NC(=O)c1ccc2c(c1)N(CC(=O)OC)C(=O)C(C)(C)O2	5%	24%	10%
O=C(c1ccco1)N1CCN(Cc2csc(-c3ccccc3Cl)n2)CC1	-2%	-7%	3%
Fc1ccc(NC(=S)NCCN2CCOCC2)cc1	-7%	4%	8%
CCOc1ccc(N(CC(=O)O)S(=O)(=O)c2ccc(OC)c(OC)c2)cc1	?	?	-4%
CCCc1cc(=O)[nH]c(SCC(=O)Nc2oc(C)c3c(C)n[nH]c(=O)c23)n1	-14%	-1%	2%
FC(F)(F)c1nc(-c2cccs2)ncc1-c1nnnn1-c1ccc(Cl)cc1	10%	-5%	-6%
Cc1ccc2c(c1)[C@@H](O)C[C@@H](C)N2N=O	-3%	-3%	-1%
O=C(Oc1ccc(C(=S)N2CCOCC2)cc1)c1ccc(Br)cc1	-18%	0%	-4%
O=c1nc2sc3ccccc3n2c(=O)n1-c1cccc(Cl)c1	-5%	2%	0%
CCN1C(=O)[C@H]2[C@@H](c3ccc(-c4ccccc4)cc3)N3CCCC[C@@]3(C(=O)OC)[C@H]2C1=O	-18%	-7%	-19%
COc1ccc(CCCC(=O)Nc2ccccc2F)cc1	19%	-1%	-8%
CCC(C)C(=O)N1CCc2cc(-c3csc(N)n3)ccc21 (stereo not drawn)	3%	-2%	15%
CCCC(C)NC(=O)c1cc(S(=O)(=O)N2CCCCCC2)ccc1OC (stereo not drawn)	/	1%	20%
O=c1oc2cc(O)ccc2cc1-c1nnc(Nc2ccccc2F)s1	/	-4%	-24%
O=C1Nc2cc3c(cc2C1=O)sc1ccccc13	-3%	-15%	?
Cc1noc(/C=C/c2ccccc2F)c1S(=O)(=O)N1CCC(C(=O)Nc2ccc(C#N)cc2)CC1	/	-16%	-1%
COc1ccc(S(=O)(=O)NCCc2nnc3ccc(SCc4cccnc4)nn23)cc1	-15%	-1%	18%
COc1ccc(NS(=O)(=O)c2ccc(-c3n[nH]c(=S)n3Cc3ccccc3)cc2)cc1	12%	-11%	9%
COc1ccc(C)cc1N(CC(N)=O)S(=O)(=O)c1ccc(C)cc1	4%	1%	3%
Cc1nn(Cc2ccccc2)c(C)c1NC(=O)CSc1nc(C2CC2)nc2c1cnn2-c1ccccc1	7%	-6%	-1%
Cc1noc(C)c1S(=O)(=O)N1CCCCC1	-3%	-2%	22%
Cc1cccn2c(=O)c(/C=C(\C#N)c3nc4ccccc4n3C)c(Oc3ccc(Cl)cc3)nc12	/	-3%	-19%
COc1ccccc1C1/C(=C(/O)c2ccccc2)C(=O)C(=O)N1CC(C)O (stereo not drawn)	-8%	-3%	-5%
COc1cc(Nc2ccccc2Cl)c([N+](=O)[O-])nc1[N+](=O)[O-]	-5%	-8%	-7%
O=C(NCc1ccco1)C12CC3CC(CC(C3)C1)C2	2%	1%	22%
Cc1cccc(N(Cc2cc3ccc(C)cc3[nH]c2=O)S(=O)(=O)c2ccccc2)c1	?	-13%	-20%
COc1ccc(NC(=O)C2Cc3ccccc3CN2S(=O)(=O)c2ccccc2)cc1OC (stereo not drawn)	/	-2%	-14%
Cc1ccc(C(=O)CSc2nnc(-c3ccccc3N)n2C)cc1	-12%	-1%	6%
COCc1cc(N2CCOCC2)nc(SCc2ccc(Cl)cc2)n1	9%	-10%	-2%
CCCCN1C(=N)N([C@@H](CCC)CN2CCC[C@H]2CN2C(N)=NC[C@H]2CC(C)C)C[C@H]1Cc1ccccc1	/	-2%	-16%
Cc1cc(=O)oc(C)c1C(=O)Nc1cccc2nonc12	-15%	-10%	-9%
CC1CC2=C(C(=O)O1)C(c1ccc(Cl)cc1)Nc1ccccc1N2 (stereo not drawn)	6%	-1%	-2%
N#Cc1c2c(c(=S)n(-c3ccccc3)c1N)CCCC2	-8%	-11%	5%
Cc1noc(C)c1-c1cc(N2CCN(C)CC2)ncn1	1%	-6%	/

Given as comma-separated lines: part of the list above
structure,N370S GC,KAT2A inh,FEN1 inh
CCCCN1C(=N)N([C@@H](CCC)CN2CCC[C@H]2CN2C(N)=NC[C@H]2CC(C)C)C[C@H]1Cc1ccccc1,/,-2%,-16%
Cc1cc(=O)oc(C)c1C(=O)Nc1cccc2nonc12,-15%,-10%,-9%
CC1CC2=C(C(=O)O1)C(c1ccc(Cl)cc1)Nc1ccccc1N2 (stereo not drawn),6%,-1%,-2%
N#Cc1c2c(c(=S)n(-c3ccccc3)c1N)CCCC2,-8%,-11%,5%

(more compounds)
SMILES	N370S GC	KAT2A inh	FEN1 inh
Cc1ccc(-c2ccc(/C=N/NC(=O)Cc3nnc(N)s3)o2)cc1Cl	4%	-8%	6%
CC(C)c1ccc(NC2CCCN(C(=O)c3ccc(Cn4cnnn4)cc3)C2)cc1 (stereo not drawn)	-7%	-2%	1%
O=C(Oc1ccccc1)c1ccc(COC(=O)c2cnccn2)cc1	9%	-29%	-6%
COc1ccccc1N(CC1CO1)S(=O)(=O)c1ccccc1 (stereo not drawn)	-4%	-5%	12%
COc1cc(Nc2ncnc(N)n2)cc(OC)c1OC	-19%	-5%	-1%
Cc1ccccc1-c1nc(CN2CCC(C(=O)NCCCN3CCCC3)CC2)c(C)o1	-9%	1%	-9%
CCc1nnc(NC(=O)c2ccc(N3C(=O)CCC3=O)cc2)s1	-11%	-5%	-7%
O=C1N2CCSC2=NC1(Nc1nccs1)C(F)(F)F (stereo not drawn)	2%	3%	-12%
O=C(c1ccccc1Cl)N1CCN(Cc2ccc3c(c2)OCO3)CC1	-2%	2%	0%
COc1ccccc1CNC(=O)c1nnn(CC(=O)Nc2c(C)cccc2C)c1N	/	-16%	-4%
CCNC(=O)CSc1nc2cc(OC)c(OC)cc2c(=O)n1CCC1=CCCCC1	-24%	-6%	/
COc1ccc(N2CCN(Cc3nc4cc(Cl)ccc4c(=O)[nH]3)CC2)cc1	7%	0%	-7%
Cc1cc(N2CCN(c3ccccc3)CC2)n2cnnc2n1	/	-3%	8%
CCOc1ccc(Br)cc1CNCCN1CCOCC1	-4%	1%	1%
COc1ccc(N2CCN(C(CNC(=O)c3ccc(C)cc3)c3ccc4c(c3)OCO4)CC2)cc1 (stereo not drawn)	/	-6%	-4%
CCOC(=O)c1c(NC(C)=O)sc2c(O)cccc12	13%	-2%	4%
O=C(N/N=C\c1ccc(O)c([N+](=O)[O-])c1)c1ccccc1-n1cccc1	-5%	-7%	-2%
CC(=O)Nc1nc(CC(C)C)cc(-c2ccco2)c1C#N	-9%	/	0%
CN1C(=O)/C(=C2\SC(=S)N(CC3CCCO3)C2=O)c2ccccc21 (stereo not drawn)	-15%	0%	/
CSCCC(NC(=O)c1ccccc1)C(=O)Nc1ccncc1 (stereo not drawn)	/	-5%	-2%

Structures above that contain a furan ring, fused or not (5):
SMILES	N370S GC	KAT2A inh	FEN1 inh
O=C(c1ccco1)N1CCN(Cc2csc(-c3ccccc3Cl)n2)CC1	-2%	-7%	3%
CCCc1cc(=O)[nH]c(SCC(=O)Nc2oc(C)c3c(C)n[nH]c(=O)c23)n1	-14%	-1%	2%
O=C(NCc1ccco1)C12CC3CC(CC(C3)C1)C2	2%	1%	22%
Cc1ccc(-c2ccc(/C=N/NC(=O)Cc3nnc(N)s3)o2)cc1Cl	4%	-8%	6%
CC(=O)Nc1nc(CC(C)C)cc(-c2ccco2)c1C#N	-9%	/	0%

More results.
SMILES	N370S GC	KAT2A inh	FEN1 inh
CCOC(=O)N1CCN(C(=O)CSc2nnc(-c3cccc(OC)c3)o2)CC1	-2%	-7%	-5%
CC(=O)Nc1ccc(NC(=O)CCCn2nc(C)c3sc4ccccc4c3c2=O)cc1	/	0%	-1%
Cc1cc(C)cc(N=c2c([N+](=O)[O-])nn(-c3ccc(Cl)cc3)n2O)c1	-1%	-6%	1%
CCOc1ccc(S(=O)(=O)Nc2cccc(N(C)S(C)(=O)=O)c2)cc1	6%	-24%	-5%
CC(C)c1nc2oc3ccccc3c(=O)c2c(=O)n1-c1ccccc1	-21%	-20%	9%
O=C(Nc1ccc(Br)cc1)c1cnccn1	-2%	-2%	-9%
Cn1ccnc1SCC(=O)Nc1ccc(Cl)cn1	-1%	-13%	-6%
COc1ccc(CCNC(=O)CSc2nc3ncccc3[nH]2)c(OC)c1	0%	2%	20%
COc1cccc(C(C(=O)NCc2ccco2)N(C(=O)Cn2nnc3ccccc32)C2CC2)c1OC (stereo not drawn)	10%	-4%	9%
Oc1cc2ccccc2cc1-c1nnc2n1-c1ccccc1SC2	-6%	1%	0%
O=C(COc1ccc(Br)cc1)OCC(=O)N1CCOCC1	/	-2%	0%
COc1cc(C(=O)N/N=c2/sc3ccccc3n2C)cc(OC)c1OC	14%	-2%	-1%
CC1CCN(S(=O)(=O)c2ccc(C(=O)NCc3ccco3)cc2)CC1	-9%	6%	10%
CCCC1C2C(=O)N(c3ccc(OC)cc3)C(=O)C2ON1c1ccccc1 (stereo not drawn)	6%	-1%	5%
CCOc1ccc(S(=O)(=O)Nc2nc3ccccc3nc2Nc2ccc(OC)cc2)cc1	/	-12%	0%
Cc1ccc(C)c(S(=O)(=O)N2CCN(C(=O)c3cnccn3)CC2)c1	1%	0%	4%
O=C(CSc1nnc(CNc2ccccc2)o1)c1ccc2c(c1)OCCO2	-7%	-10%	-3%
Cc1ccc(OCCSCc2nnc(NC(=O)Nc3cccc(Cl)c3)s2)cc1	1%	0%	4%
COc1ccc(/C=N\NC(=O)c2cccc([N+](=O)[O-])c2)cc1Cn1cc([N+](=O)[O-])cn1	-27%	-5%	/
CC1C(=O)C(C)C(c2ccc([N+](=O)[O-])cc2)NC1c1ccc([N+](=O)[O-])cc1 (stereo not drawn)	-27%	-9%	-4%
CCOC(=O)Cc1csc(NC(=O)c2sc3nc4c(C)cc(C)cc4cc3c2N)n1	15%	-12%	-24%
Cc1ccc(-n2c(SCn3nnc4ccccc4c3=O)nnc2-c2cccnc2)c(C)c1	8%[2.35 µM]	-6%	3%
COc1ccc(OC)c2sc(NC(=O)c3ccc(S(=O)(=O)N(C)C)cc3)nc12	-11%	-6%	1%
CCOC(=O)c1[nH]c(C)c(CCC(=O)NCc2cccc(Cl)c2)c1C	/	-10%	-4%
O=C(NCCN1CCCCC1)c1ccco1	-17%	-1%	1%
CC(C)CCc1noc(CN2CCC(CCN3CCCC3=O)CC2)n1	24%	-7%	6%
CCc1cc(=O)[nH]c(-n2[nH]c(-c3ccccc3)cc2=O)n1	3%	-3%	3%
CCOc1ccc(S(=O)(=O)c2cn(Cc3ccc(C)cc3)c3ccc(OC)cc3c2=O)cc1	/	-6%	2%
CCCCn1c(SCC(=O)Nc2nnc(C(C)C)s2)nc2c1c(=O)n(C)c(=O)n2C	-1%	-9%	6%
Cc1cc(C)c(S(=O)(=O)N2CCN(C(=O)c3cc4ccccc4o3)CC2)c(C)c1	-9%	-7%	-11%
Cc1cc(OC(=O)c2c(Cl)cc(Cl)cc2Cl)nc(C)n1	9%	-4%	-18%
O=C(CSCc1ccc([N+](=O)[O-])cc1)NC1CC2CCC1C2 (stereo not drawn)	10%	-12%	2%
CC1=NN(C(=O)COc2ccc(C)c(C)c2)C(O)(c2ccc(Cl)cc2)C1 (stereo not drawn)	-15%	-7%	-11%
CSc1nc(Sc2ccccc2Cl)c2ccccc2n1	11%	-27%	-4%
